Compound activity as filed in PubChem.
D2 antagonist: antagonists of human D2 dopamine receptor | HEK293 TREx D2 cells, calcium flux, dopamine EC80 | inhibition, % at 10 µM | AID 485344 | 340,000 tested, 2% active; in the data active = inhibition above about 30%; note: 0% is about no effect
Target sequence (P14416 whole entry, looked up): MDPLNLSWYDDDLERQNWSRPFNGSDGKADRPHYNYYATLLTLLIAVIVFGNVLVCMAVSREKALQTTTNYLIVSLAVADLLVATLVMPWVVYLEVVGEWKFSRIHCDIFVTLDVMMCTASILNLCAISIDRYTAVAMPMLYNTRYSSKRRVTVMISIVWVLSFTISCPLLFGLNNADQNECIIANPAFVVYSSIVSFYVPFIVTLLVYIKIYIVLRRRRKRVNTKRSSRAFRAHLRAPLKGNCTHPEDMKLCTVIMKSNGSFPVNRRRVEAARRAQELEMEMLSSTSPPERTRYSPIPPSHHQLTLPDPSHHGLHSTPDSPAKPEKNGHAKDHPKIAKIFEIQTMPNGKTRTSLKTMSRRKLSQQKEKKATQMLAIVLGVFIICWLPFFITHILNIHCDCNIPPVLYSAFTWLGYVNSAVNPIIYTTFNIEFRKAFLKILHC
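Dopamine at EC80 is the agonist stimulus; test compounds precede it by 180 s. Calcium flux read kinetically in a force-coupled, inducible HEK293 T-REx D2 cell line.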
D2 agonist: activates the human D2 dopamine receptor; P14416; HEK293 T-REx D2 cells, calcium flux agonist mode; activation, % at 2 µM; 340,000 tested, 0.53% active;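 active = activation over 3 SD above normal in the single-dose calcium agonist read, cut at about 30% in these data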; note: 0% is about no effect
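In this primary screen, compounds producing a positive calcium signal within 180 s of addition to tetracycline-induced, force-coupled HEK293 Trex D2 cells are flagged; cells are dye-loaded with a no-wash calcium kit beforehand.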
TRHR enhancer: TRH receptor (human) allosteric enhancement; TRHR cells, fluo-8 calcium fluorescence, EC20 TRH enhancement; P34981; 360,000 tested, 0.66% active; enhancement, % at 2 µM; AID 493056; in the data active = enhancement above about 30%; note: 0% is about no effect
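Enhancer read-out: after compound pinning and an initial kinetic agonist-mode read, an EC20 of TRH (10 nM final) was injected and fluo-8 calcium signal (Ex 480/Em 530) followed at 1 s/cycle for 100 cycles in TRHR-expressing cells.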
D2 PAM: positively modulates the human D2 dopamine receptor allosterically | HEK293 T-REx D2, calcium flux, EC20 dopamine potentiation | P14416 | potentiation, % at 10 µM | 340,000 tested, 0.34% active;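 active = potentiation over 3 SD above the plate norm, cut at about 30% in these data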; note: 0% is about no effect
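Primary screen. Calcium kinetics in induced HEK293 T-REx D2 cells: compound pre-addition 180 s, EC20 dopamine, 180 s more.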
RXFP1 agonist: activates the human relaxin receptor RXFP1. AID 2676. HEK293T-RXFP1 cAMP TR-FRET, 30 min; response scale: percent of porcine relaxin response, buffer zero. 370,000 tested, 0.3% active. Potency, µM (top dose mostly 57.5 µM), inactives show top-dose activation, hits mostly activators; active = well fitted activation curve with a large enough effect; inconclusive = small, poorly fitted or top-dose-only effect; note: potency is the fitted concentration of half-maximal effect; % is set by controls: 0 for no effect and ±100 for the full control effect; nearly all actives have a fitted effect of over 60% in size; many of its hits are not listed in these tables
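Agonist response is measured as cAMP accumulation in an RXFP1-transfected HEK293T line under PDE4 inhibition. Values are scaled between buffer-only and 29 nM porcine relaxin, and EC50s come from standard Hill equation fits.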
RXFP1 antag: antagonists of human relaxin receptor RXFP1; HEK293-RXFP1, relaxin-stimulated cAMP HTRF, 30 min; stronger effect = lower value; Q9HBX9; 350,000 tested, 0.59% active; AID 1259400; activity change, negative = inhibition, % at 57.5 µM;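 active = activity change of -60% or lower, but not beyond a set lower limit; inconclusive = change between -60% and -40%, or beyond the set limit; inactive = change above -40%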; note: % is set by controls: 0 for no effect and ±100 for the full control effect
D1 potentiator: enhances dopamine response at the human D1 receptor. potentiation, % at 10 µM. AID 504651. 360,000 tested, 0.036% active. HEK293 TREx D1 cells, calcium flux, dopamine EC20 potentiation. P21728; in the data active = potentiation above about 30%; note: 0% is about no effect
Target sequence (P21728 whole entry, looked up): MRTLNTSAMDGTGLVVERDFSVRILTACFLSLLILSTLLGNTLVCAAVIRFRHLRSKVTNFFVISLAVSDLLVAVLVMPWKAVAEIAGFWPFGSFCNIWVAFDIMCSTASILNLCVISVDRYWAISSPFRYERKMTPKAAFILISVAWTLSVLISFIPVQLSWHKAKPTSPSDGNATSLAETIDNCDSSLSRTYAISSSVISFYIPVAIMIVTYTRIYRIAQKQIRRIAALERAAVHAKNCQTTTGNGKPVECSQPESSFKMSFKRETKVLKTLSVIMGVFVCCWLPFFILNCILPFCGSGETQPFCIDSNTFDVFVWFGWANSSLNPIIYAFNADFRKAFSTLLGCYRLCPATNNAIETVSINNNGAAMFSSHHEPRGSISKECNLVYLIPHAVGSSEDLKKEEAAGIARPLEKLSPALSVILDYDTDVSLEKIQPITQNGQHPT
D1 antag: blocks dopamine activation of the human D1 receptor | HEK293 TREx D1 cells, calcium flux, dopamine EC80; stronger effect = lower value | activity change, negative = inhibition, % at 10 µM | P21728 | AID 504652 | 360,000 tested, 3.2% active; in the data active = activity change below about -30%; note: % is set by controls: 0 for no effect and ±100 for the full control effect
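Tetracycline-induced HEK293 Trex D1 cells, force-coupled to calcium, dye-loaded; compounds added and read 180 s, then EC80 dopamine added and calcium flux tracked kinetically another 180 s.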
D1 ag: agonists of human D1 dopamine receptor | HEK293 T-REx D1 cells, calcium flux, agonist mode | AID 504660 | P21728 | 360,000 tested, 1% active | activation, % at 2 µM; in the data active = activation above about 30%; note: 0% is about no effect
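Agonism was scored from calcium flux recorded over 180 s (1 read/s) after pintool compound addition, following a 10-cycle baseline. Cells were inducible force-coupled HEK293 TREx D1, plated overnight at 30 C and loaded with no-wash calcium dye.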
Starred values were filed as active, the others as inactive; ? = inconclusive; / = not tested or not shown; & = joins results of further samples. Only part of the results is shown (hit frequency here may not be typical).

SMILES | D2 antagonist | D2 agonist | TRHR enhancer | D2 PAM | RXFP1 agonist | RXFP1 antag | D1 potentiator | D1 antag | D1 ag
Cc1ccc(Nc2nc(N)c([N+](=O)[O-])c(NCCO)n2)cc1C | -13 | 1.1 | 1 | 3 | 3.1% | 17 | -4 | 7 | 3
O=C(NN=C1CCCCCC1)c1cccs1 | -4 | 0.5 | 5 | -6 | 2.5% | -1 | -4 | 1 | 1
CC(=O)N(Cc1ccccc1)c1nc(-c2ccccc2)cs1 | -15 | -3.7 | 8 | 11 | -1.3% | 8 | -8 | -18 | 13
COC(=O)c1ccc(S(=O)(=O)NNC(=O)COc2ccc(C)cc2)cc1 | / | / | 11 | / | -0.2% | -18 | -7 | 2 | 0
COc1ccc2c(c1)CC/C(=C/c1ccccn1)C2=O | -1 | 0.2 | 4 | -3 | -0.8% | 5 | -9 | -9 | 1
CCOC(=O)c1c(NC(=O)CSc2nnc(N)s2)sc(C)c1-c1ccc(C)cc1 | 12 | -0.7 | -2 | -8 | 0.3% | -8 | 4 | 1 | 1
CCCCOc1ccc(-c2c(C#N)c(N)nc(SCC(N)=O)c2C#N)cc1 | -3 | -1.0 | 13 | 7 | 1.9% | -10 | -4 | 21 | 3
O=C(C1CCCCC1)N1CCN(c2ccnc3cc(Cl)ccc23)CC1 | 8 | -2.4 | -2 | 5 | 0.9% | -4 | -4 | -10 | 12
O=C1NC(=O)C(=O)N1 | / | / | 12 | / | 0.8% | / | -4 | -19 | 0
O=C(NCc1ccccc1Cl)C1(S(=O)(=O)c2ccc(Cl)cc2)CC1 | -4 | 0.2 | -7 | 14 | -2.5% | 2 | / | -19 | 1

Part of the list above in order of SMILES length, lowest first:
SMILES | D2 antagonist | D2 agonist | TRHR enhancer | D2 PAM | RXFP1 agonist | RXFP1 antag | D1 potentiator | D1 antag | D1 ag
Cc1ccc(Nc2nc(N)c([N+](=O)[O-])c(NCCO)n2)cc1C | -13 | 1.1 | 1 | 3 | 3.1% | 17 | -4 | 7 | 3
O=C(NCc1ccccc1Cl)C1(S(=O)(=O)c2ccc(Cl)cc2)CC1 | -4 | 0.2 | -7 | 14 | -2.5% | 2 | / | -19 | 1
CCOC(=O)c1c(NC(=O)CSc2nnc(N)s2)sc(C)c1-c1ccc(C)cc1 | 12 | -0.7 | -2 | -8 | 0.3% | -8 | 4 | 1 | 1

By substructure, those above with a Cl atom.
SMILES | D2 antagonist | D2 agonist | TRHR enhancer | D2 PAM | RXFP1 agonist | RXFP1 antag | D1 potentiator | D1 antag | D1 ag
O=C(C1CCCCC1)N1CCN(c2ccnc3cc(Cl)ccc23)CC1 | 8 | -2.4 | -2 | 5 | 0.9% | -4 | -4 | -10 | 12
O=C(NCc1ccccc1Cl)C1(S(=O)(=O)c2ccc(Cl)cc2)CC1 | -4 | 0.2 | -7 | 14 | -2.5% | 2 | / | -19 | 1

Going on with the list:
SMILES | D2 antagonist | D2 agonist | TRHR enhancer | D2 PAM | RXFP1 agonist | RXFP1 antag | D1 potentiator | D1 antag | D1 ag
NC(=O)CSc1nnc(NC(=O)c2ccc(Br)o2)s1 | / | / | 6 | / | 0.1% | -2 | -1 | -6 | 5
CCN(CC)CCn1c(/N=C/c2cc(Br)ccc2O)nc2ccccc21 | 12 | 0.4 | -4 | -3 | 0.1% | -8 | -6 | 13 | 7
O=C(c1cc(F)c(F)cc1Cl)N1CCOCC1 | 2 | -0.4 | 1 | 19 | 0.2% | -2 | -1 | 7 | 1
CNS(=O)(=O)c1ccc(NC(=O)c2nc3nc(C)cc(C(F)F)n3n2)cc1 | 1 | -0.4 | 4&-9 | -14&-2 | ? | / | 0&-2 | 3&-8 | 1&0
CCOC(=O)c1sc(NC(=O)CCN2C(=O)C3CCCCC3C2=O)cc1C (stereo not drawn) | 14 | 0.3 | -2 | 13 | 1.7% | 2 | -4 | -13 | 2
Cc1ccc(C(=O)N/C(=C/c2ccc(N(C)C)cc2)C(=O)NCC2CCCO2)cc1 (stereo not drawn) | -2 | 1.1 | -17 | -3 | -0.2% | -6 | -4 | -6 | 1
Cc1n[nH]c(C)c1CN(C)C(=O)C1CCC(=O)N(CC2CCCCC2)C1 (stereo not drawn) | -10 | 0.0 | -7 | -6 | -2.2% | -3 | -5 | -10 | 1
Cc1c(OCC(N)=O)ccc2c(-c3ccccc3)cc(=O)oc12 | -3 | 0.1 | 10 | 6 | 3.4% | -5 | 0 | -11 | 2
CC(=O)N1C(=O)N(C(C)=O)C2C1N(C(C)=O)C(=O)N2C(C)=O (stereo not drawn) | -4 | -0.3 | 0 | 5 | 2.7% | 3 | -3 | 1 | 2
COc1ccc(NC(=O)CSc2ncn[nH]2)c([N+](=O)[O-])c1 | -2 | -0.8 | 4 | -3 | 1.1% | -7 | 6 | 10 | 1
O=C(/C=C/NCc1cccnc1)C(F)(F)C(F)(F)F | -9 | 0.5 | -3 | -6 | -0.1% | -16 | 5 | 4 | 2
Cc1ccccc1OCCC(=O)OCC(=O)NNC(=O)c1cccs1 | / | / | 1 | / | 0.6% | 14 | 5 | 9 | 0
CCc1cc2c(=O)n(-c3ccccc3)c(=S)[nH]c2s1 | -6 | 0.4 | 1 | -7 | 9.8% | -35 | -1 | -11 | 2
COc1ccc(CCN2CCCn3c2nc2c3c(=O)[nH]c(=O)n2C)cc1OC | 10 | -0.6 | 8 | 16 | 1.8% | -3 | -3 | 3 | 2
COc1ccccc1Nc1nc(N)nc(-c2cc3ccccc3o2)n1 | -12 | -0.1 | -2 | -7 | 0.4% | -12 | 3 | 0 | 4
CC(C)(CN=C1NS(=O)(=O)c2ccccc21)CNC(=O)CN1C(=O)c2ccccc2C1=O | 24 | -0.1 | 4 | -2 | 0.2% | -11 | 3 | 11 | 0
COc1ccc(C(=O)C2CCN(S(=O)(=O)c3ccc4c(c3)OCCO4)CC2)cc1 | -5 | 0.9 | -7 | -8 | -0.8% | -3 | -6 | 2 | 7
Cc1cc(C(=O)CSc2nnnn2C)c(C)n1Cc1ccco1 | / | / | -3 | 10 | 1.2% | -10 | 0 | 10 | 2
Cc1cc(C)cc(NC(=O)C(=O)NCC(c2ccc3c(c2)OCO3)N2CCN(C)CC2)c1 (stereo not drawn) | / | 0.5 | 5 | -5 | 1.2% | -24 | -4 | 8 | 26
CC1CN(S(=O)(=O)c2ccc(C(=O)OCc3ccc(C#N)cc3)cc2)CC(C)O1 (stereo not drawn) | -25 | -0.1 | -3 | -9 | 3.3% | 7 | / | 0 | 34*
COc1ccccc1N1CCN(C2CCN(C(=O)COc3ccccc3)CC2)CC1 | 90* | 27 | 10 | -22 | 0.3% | 9 | 1 | -7 | -1
O=C(CCn1c(=O)c2sccc2n(CC(=O)OCc2ccccc2)c1=O)NCc1ccco1 | -4 | -0.2 | -5 | 6 | 0.5% | -8 | -7 | -4 | 0
CC(=O)Nc1ccc(N=Nc2ccccc2)cc1 | / | / | -5 | -7 | -0.6% | -2 | -5 | -4 | 2
Cc1ccc(OCC(=O)Nc2cc(C)on2)c([N+](=O)[O-])n1 | / | / | -5 | / | 2.1% | 5 | 5 | 4 | 1
COc1ccc(-c2[nH]c(-c3ccc4c(c3)OCO4)nc2-c2ccccc2)cc1 | 7 | 0.6 | -8 | 2 | 3.4% | -22 | -5 | -76* | 3
O=C(NC(=S)NC1CCCCC1)c1ccc(Cl)cc1 | 3 | 0.4 | -10 | 1 | -2.1% | -9 | 0 | 4 | 2
NC(=O)NCc1ccccc1F | -11 | -0.3 | 8 | 4 | 1.7% | 1 | 4 | -11 | 0
N=c1c2c3c(sc2ncn1Cc1ccco1)CCCCC3 | 1 | -1.5 | 6 | 27 | -0.7% | -6 | -6 | -35* | 14
O=C(CSc1nnc(NC2CCCCC2)s1)Nc1ccc2c(c1)C(=O)c1ccccc1C2=O | 2 | 0.9 | 6 | 15 | -2.8% | -4 | 7 | 2 | 3
CC(C)[C@H](NC(=O)C1CCC(CNC(=O)[C@@H]2CCCN2C(=O)OC(C)(C)C)CC1)C(=O)O (stereo partly drawn) | / | / | 9 | / | 0.8% | 0 | -1 | -6 | 4
Cc1ccc(S(=O)(=O)n2nc(C)c(S(=O)(=O)N3CCOCC3)c2C)cc1 | -7 | 0.6 | 13 | 7 | -0.5% | -5 | -8 | -5 | 5
CN1CCN(C(=O)c2ccc(C(F)(F)F)cc2)CC1 | 16 | 0.2 | 4 | -15 | 1.6% | 8 | -5 | / | 0
CCC1(C)SC(NC(C)=O)=NN1C(C)=O (stereo not drawn) | 0 | 3.6 | 8 | 8 | 1.2% | -7 | -4 | -6 | 1
COCCNC(=O)CN(C(=O)Cn1nnc2ccccc21)c1ccccc1 | -3 | 1.0 | 3 | -5 | 1.9% | 11 | 6 | -12 | 4
CC(=O)c1ccc(N2CCN(C(=O)c3cc4cc5cc(C)ccc5nc4s3)CC2)cc1 | / | 0.3 | 49* | 14 | 4.3% | -5 | 1 | -9 | 0
O=C(CCc1nnc(CCCCc2ccccc2)o1)NCCc1cccnc1 | 10 | -0.5 | -5 | 6 | -2.1% | -7 | -7 | -10 | 2
NC(=O)C1CC(=O)N(c2ccc(OCc3c(F)cccc3Cl)cc2)C1 (stereo not drawn) | 4 | -0.1 | -7 | 10 | 1.0% | 0 | -4 | -7 | 4
Cc1nc2nc(SCC(=O)NCc3ccccc3Cl)nn2c(C)c1Cc1ccccc1 | / | 0.4 | 17 | -9 | -3.1% | -24 | 0 | -8 | 1
COc1ccc(C2NC(=O)NC(C)=C2C(=O)OC2CCC(C)CC2)cc1 (stereo not drawn) | 5 | 0.7 | -7 | 4 | 2.5% | -11 | 0 | 6 | 5
Cc1ccccc1-c1ccc(Nc2ccc(N3CCOCC3)cc2)nn1 | -16 | 0.2 | 0 | -2 | -6.6% | -13 | -6 | -10 | 0
Cc1ccc(Cc2nc3ccccc3nc2SCC(=O)N2CCN(c3ccc(F)cc3)CC2)cc1 | / | 0.6 | -2 | / | ? | -30 | -2 | 2 | 0
COc1ccc(S(=O)(=O)N2CCN(Cc3cc(OC)c(O)c(OC)c3)CC2)cc1 | -1 | -0.9 | -2 | 7 | 3.3% | -1 | -2 | 11 | 1
CCOc1cccc(NC(=O)CSc2nc(C)c3c(c2C#N)CCCC3)c1 | 0 | 0.4 | -2 | -3 | ? | 4 | -2 | -10 | 2
Cc1sc2ncnc(N3CCC(C(=O)NNC(=O)c4ccccc4Cl)CC3)c2c1C | -7 | 0.5 | 2 | 7 | 6.5% | -24 | -3 | -6 | 5
Cc1ccccc1NC(=O)Cn1c(=O)oc2ccccc21 | 4 | -0.7 | -4 | -1 | -3.5% | 11 | -1 | -1 | 4
O=C(/C=C/c1ccccc1)NCC(=O)N/N=C/c1cccs1 | 3 | 43* | -8 | -19 | 2.0% | -1 | -6 | 6 | 1
O=C(O)c1cc(=O)[nH]c2ccc(S(=O)(=O)Nc3ccc(F)cc3)cc12 | -2 | -1.6 | -6 | 0 | -3.1% | 8 | 0 | 7 | 4
CC(C)C(NC(=O)c1ccccc1)C(=O)N1CCN(C/C=C/c2ccccc2)CC1 (stereo not drawn) | 5 | 0.1 | 2 | -8 | 0.6% | -2 | 0 | -10 | 0
